High-throughput results as filed in PubChem BioAssay.
CF NFkB block = inhibitors of cystic fibrosis induced NF-kB. KKLEB NF-kB-GFP reporter, PAF-induced, GFP fluorescence overnight. inhibition, % at 5 µM. actives 0.86% (n = 360,000);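 active means at least 50% inhibition at 5 µM, scaled per plate between neutral and stimulator controls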;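 further: PAF is a Pseudomonas aeruginosa culture filtrate used as stimulus; plate controls were PAF-stimulated DMSO wells for no effect and unstimulated DMSO wells for full effect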
TROY signal inh = TROY signaling inhibition | Q293 LMP1-TROYcd NF-kB luciferase reporter, 4 h | actives 0.98% (n = 360,000) | inhibition, % at 10 µM;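 active means compounds whose plate-normalised and pattern-corrected inhibition of the luciferase reporter signal at the single screening dose is 50% or more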
HIF-2a block = blocks HIF-2a reporter activity. 786-0 RCC cells HIF-2a reporter, luciferase luminescence, overnight. inhibition, % at 18.8 µM. actives 0.72% (n = 360,000);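 active means inhibition of the luminescence signal of 40% or more relative to plate controls, in a single-dose primary screen at 18.75 µM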
KKLEB cytotox = counter-screen for CF NF-kB inhibitors: cytotoxicity | KKLEB CF airway cells viability, ATPlite luminescence, overnight; active compounds read low; cells stimulated with P. aeruginosa culture filtrate | activity change (cytotoxicity), % at 5 µM | actives 0.36% (n = 360,000) | AID 602141;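 active means corrected activity change at or below -50% at 5 µM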
TWEAK-Fn14 inh = inhibitors of TWEAK-Fn14 interaction signaling | TWEAK-stimulated Fn14 reporter cells, luciferase luminescence, 8 h | inhibition, % at 10 µM | actives 2% (n = 360,000); in the data active means inhibition above about 50%
NR2E3 ag-1 = activates human photoreceptor nuclear receptor NR2E3; inhibition of corepressor binding, % at 4.78 µM; AID 2300; GST-NR2E3/biotin-RetCOR TR-FRET, 1536-well; Q9Y5X4; actives 0.12% (n = 320,000);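 active means percent inhibition above the cutoff of mean plus 3 SD of all tested compounds, set per screening campaign, cut at about 20% in these data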;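 further: 0% = DMSO wells and 100% = biotin wells as full block of FRET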
Target sequence (Q9Y5X4 whole entry, looked up): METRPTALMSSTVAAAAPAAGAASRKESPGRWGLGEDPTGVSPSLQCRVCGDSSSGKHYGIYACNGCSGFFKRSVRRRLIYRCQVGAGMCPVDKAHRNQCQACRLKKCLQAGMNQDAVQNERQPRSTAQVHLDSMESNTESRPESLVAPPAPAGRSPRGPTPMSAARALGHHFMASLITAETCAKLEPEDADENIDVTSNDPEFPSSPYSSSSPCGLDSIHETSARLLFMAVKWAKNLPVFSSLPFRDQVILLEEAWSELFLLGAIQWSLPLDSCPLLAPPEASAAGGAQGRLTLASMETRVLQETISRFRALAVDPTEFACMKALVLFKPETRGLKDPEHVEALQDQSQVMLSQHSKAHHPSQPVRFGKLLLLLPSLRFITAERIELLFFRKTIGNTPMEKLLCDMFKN
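Assay system: NR2E3–RetCOR corepressor complex. Quantity: 1.35 nM GST-NR2E3. Buffer or medium: pH 7.5 Tris-based buffer. Reagent: biotinylated RetCOR corepressor at 7 nM final. Schedule: 5 h at 4 °C. Detection: TR-FRET, emission read at 617 and 671 nm. Replicates: one well per compound, singlicate testing.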
Peg3 promoter = reduces Peg3 promoter-driven luciferase expression in HeLa; HeLa PEG-Prom luciferase reporter, luminescence, overnight; inhibition, % at 20 µM; actives 1.7% (n = 360,000); AID 588405;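 active means inhibition of at least 50% at 20 µM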
NR2E3 ag-2 = agonists of human NR2E3 nuclear receptor; AID 602229; CHO-S Gal4-NCOR/VP16-NR2E3 two-hybrid, luciferase; actives 0.35% (n = 360,000); Q9Y5X4; inhibition of corepressor binding, % at 3.98 µM;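 active means inhibition above the mean of all tested compounds plus 3 SD, cut at about 70% in these data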;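 further: 0% = DMSO with NR2E3 transfected cells and 100% = cells lacking NR2E3 construct; higher means lower luciferase signal from less NR2E3 corepressor binding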
C8 TRAIL sens = caspase-8 TRAIL sensitization; NB7+C8 cells + TRAIL, ATPlite viability luminescence; inhibition (viability loss, TRAIL sensitization), % at 10 µM; actives 1% (n = 360,000); AID 624354;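 active means compounds causing at least 50% loss of cell viability in the single-dose screen, relative to plate controls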
Shn3 3UTR inh = Schnurri-3 reporter inhibition in Clone20 osteoblasts | actives 0.52% (n = 360,000) | AID 588674 | Clone20 osteoblast Shn3 3'UTR firefly luciferase, 24 h | inhibition, % at 12.5 µM;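 active means mean inhibition of at least 75% with every replicate also reaching 75%; inconclusive means mean inhibition at least 75% but some replicate below; inactive means mean inhibition below 75%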;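 further: 0% = median of neutral control wells and 100% = pilot-screen positive control compound; some compounds past the cut are filed as inactive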
TRPM1 prom inh = MITF TRPM1 promoter inhibition in SK-MEL-5 cells. AID 488899. inhibition, % at 12.5 µM. SK-MEL-5 TRPM1 promoter luciferase, 24 h. actives 0.83% (n = 330,000);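 active means mean inhibition across replicates of 60% or more, whatever share of single replicates reaches that level; inconclusive means some that reach 60%, reason not given; inactive means mean inhibition across replicates below 60%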; further: values of inactives mirror those of a sister screen read the other way
* = called active by the depositor; ? = inconclusive; / = not tested or not shown. Not all compounds are listed. The share of hits here may be higher or lower than overall.

SMILES	CF NFkB block	TROY signal inh	HIF-2a block	KKLEB cytotox	TWEAK-Fn14 inh	NR2E3 ag-1	Peg3 promoter	NR2E3 ag-2	C8 TRAIL sens	Shn3 3UTR inh	TRPM1 prom inh
CCN1CCc2c(C#N)c(N3CCOCC3)nc(NCc3ccccc3)c2C1	5	-14	11	-9	-5	/	19	0	-18	-1	-14
CN1CCN(c2ccc([N+](=O)[O-])cc2C(=O)c2ccccc2)CC1	8	-12	26	-3	-3	-5	35	-8	10	-27	-7
Cc1ccnc(NC(=O)c2cccc(S(=O)(=O)N3CCN(c4ccc(F)cc4)CC3)c2)c1	6	42	-23	-9	2	-1	1	-15	-9	24	0
Cc1c(Br)cc(C(=O)N2CCCCCC2)c(C)c1C	12	-5	25	-5	5	-3	4	-8	-2	7	21
COc1cccc(NC(=O)Cc2cn(C)c3ccccc23)c1	4	-26	-159	1	-32	2	-51	-19	9	2	-8
Nc1ccc(-c2nc3c(Cl)c(N)ccc3[nH]2)cc1	-25	-22	14	5	61*	-14	-171	-22	5	-5	1
COc1cc(NC(=O)COC(=O)CCCC2=NS(=O)(=O)c3ccccc3N2)cc(OC)c1	1	-3	3	2	-24	-3	0	-12	-18	6	10
O=C(CN1CCN(c2ccccc2)CC1)Nc1ccncc1	0	-20	14	2	7	5	-14	16	4	35	4
COc1ccc(-c2noc(CSc3nc(N)c(-c4ccccc4)c(=O)[nH]3)n2)cc1	-10	-28	-10	1	-17	3	-12	26	9	-4	9
CN(C)c1ccc(-c2nnc(-c3cccnc3)o2)cc1	3	-19	-227	8	-19	/	-245	-138	14	-31	-42
CC1CCCCN1S(=O)(=O)c1ccc2[nH]c(=O)cc(C(=O)NCCCN3CCCCCC3)c2c1 (stereo not drawn)	-11	-8	11	-20	-11	-1	-3	-8	-16	-5	-8
Cc1cc(F)ccc1S(=O)(=O)Nc1ccccc1C(=O)NCc1ccccn1	20	12	1	-4	1	2	11	1	1	-2	-8
Cn1c(SCC(=O)NC2CCCCC2)nnc1-c1cccc(N)c1	-2	-15	6	7	-2	0	-9	0	-8	-16	4
O=C(NC1CCCC1)C1CCN(S(=O)(=O)N2CCCCC2)CC1	4	4	12	11	-1	-2	10	1	-3	-2	3
Cc1ccc(SCCN2CCC(NC(=O)OCc3ccccc3)CCC2=O)cc1 (stereo not drawn)	-12	-14	9	4	-26	0	13	24	-14	14	0
Cc1ccc(S(=O)(=O)Nc2ccc3c(c2)C(=O)N([C@H](C)CO)C[C@H](C)[C@@H](CN(C)Cc2ccccc2)O3)cc1	-11	11	4	13	0	/	8	-26	6	-104	-8
CCOC(=O)c1ccc(N/C(=N\S(=O)(=O)c2ccccc2C)c2ccccc2)cc1	3	-6	-5	4	-9	0	21	-14	-17	21	4
O=C(NC1CCCCCC1)c1c(F)c(F)c(F)c(F)c1F	-8	-35	16	-10	-8	0	-17	1	0	0	11
COc1ccc(-c2nc(CCl)cs2)cc1OC	21	-35	-45	-14	28	0	-53	-9	-16	9	-2
Nn1cnc2c(c1=O)C1(CCCCC1)Cc1ccccc1-2	13	1	27	-2	12	4	23	11	-1	-41	3
Cc1cccc(C)c1NC(=O)C(NC(=O)c1ccccn1)c1ccc([N+](=O)[O-])cc1 (stereo not drawn)	7	8	21	-1	2	-1	29	-6	-7	-10	5
C/C(=N\O)c1cc(Cl)cc(Cl)c1O	14	-2	16	-5	-7	-2	9	-2	22	-12	6
CC1(C)CC(=O)C(C=Nc2ccc(O)cc2)=C(O)C1	15	-10	-19	7	-2	-1	20	4	-27	13	-14
Cc1ccccc1NC1=NC(C)(C)N=C(N)N1	-8	5	18	4	-2	-3	11	-2	13	0	-3
O=C1CCCC2=C1C(c1ccc(O)c(O)c1)Nc1ccc3ncccc3c12 (stereo not drawn)	8	-16	-26	-11	-18	-1	-33	-15	-6	2	9
O=C(/C=C/c1ccccc1)N1CCC(N2CCC(C(=O)N3CCOCC3)CC2)CC1	-20	1	3	6	21	0	10	10	-2	-1	5
O=[N+]([O-])c1cc(S(=O)(=O)N2CCCC2)ccc1N/N=C/c1ccncc1	20	-6	14	-7	-6	-2	14	-7	-2	2	12
CCOc1ccc(CCNC(=O)COC(=O)COc2ccc(C#N)cc2)cc1OCC	-4	4	-7	-13	-4	1	-1	3	-5	8	-8
Cc1ccc(S(=O)(=O)N(c2cccc(C)c2)C2CCS(=O)(=O)C2)cc1 (stereo not drawn)	7	-14	21	-6	-14	-2	4	-9	-1	-14	-9
CCC(=O)NCCCc1nc(-c2ccccc2)no1	-2	-31	-22	3	6	-1	-26	-16	0	-4	-6

Brought forward from above: 3 compounds, then new ones.
SMILES	CF NFkB block	TROY signal inh	HIF-2a block	KKLEB cytotox	TWEAK-Fn14 inh	NR2E3 ag-1	Peg3 promoter	NR2E3 ag-2	C8 TRAIL sens	Shn3 3UTR inh	TRPM1 prom inh
CCOc1ccc(CCNC(=O)COC(=O)COc2ccc(C#N)cc2)cc1OCC	-4	4	-7	-13	-4	1	-1	3	-5	8	-8
Cc1ccc(S(=O)(=O)N(c2cccc(C)c2)C2CCS(=O)(=O)C2)cc1 (stereo not drawn)	7	-14	21	-6	-14	-2	4	-9	-1	-14	-9
CCC(=O)NCCCc1nc(-c2ccccc2)no1	-2	-31	-22	3	6	-1	-26	-16	0	-4	-6
CC(=O)N1c2ccccc2C2CCCC[C@H]21 (stereo partly drawn)	16	4	5	-6	-9	-2	5	-23	4	-20	0
CC(C)N(C(=O)[C@H]1C[C@H](CC(=O)NCCC2=CCCCC2)C(=O)N2CCc3c([nH]c4cc(CCC(=O)N(C)C)ccc34)[C@]12C)C(C)C	-19	3	-1	0	-17	/	7	-16	-16	50	-14
O=C(Nc1nnc(-c2ccco2)o1)c1cccc(N2C(=O)CCC2=O)c1	-12	15	-16	4	20	-3	-17	-6	-54	-14	5
COc1cccc(CN2CC(C(=O)NCCOc3ccccc3F)CCC2=O)c1 (stereo not drawn)	-29	-12	-2	11	-8	0	3	-8	-7	17	1
O=C1C2CC=C(Cl)CC2C(=O)N1CCC[n+]1cccc2ccccc21 (stereo not drawn)	1	18	14	7	20	5	-6	18	2	16	5
[O-][N+]12CCCCC1CCCC2CO (stereo not drawn)	9	-25	18	0	2	2	4	9	12	-26	-5
CC(=O)c1cccc(NC(=O)COC(=O)C2CCCN2C(=O)c2cccs2)c1 (stereo not drawn)	-1	-17	15	-4	-18	/	12	3	2	-1	9
COc1ccc(N2CCN(C(=O)CCS(=O)(=O)c3ccc4c(c3)CCN4C(=O)C3CC3)CC2)cc1	-6	2	6	0	-5	1	17	6	3	34	8
CSc1ccc(COC(=O)CCS(=O)(=O)c2ccc(C)cc2)cc1	-21	2	-5	6	14	-2	10	1	1	-2	2
CS(=O)(=O)N(Cc1ccccc1)c1ccccn1	4	-17	10	9	-12	4	22	-35	24	11	-1
CC(C)(C)OC(=O)N[C@@H](/C=C/c1ccccc1)C(=O)OC(C)(C)C	-7	-9	-18	20	-14	-2	2	1	3	-1	-6
Cc1ccc2nc(/N=C(\N)NC(=O)N3c4ccccc4Sc4ccccc43)nc(C)c2c1	-36	-15	-12	16	3	-6	0	-17	10	-29	-5
CC(=O)Nc1ccc(S(=O)(=O)N2CCN(CC(O)COc3ccc4ccccc4c3)CC2)cc1 (stereo not drawn)	3	23	4	-11	24	-1	14	36	6	64	-4
COc1cccc(-c2nnn(CC(=O)N3CCCCC3)n2)c1	0	-17	-85	-19	-16	1	-55	-24	-7	-16	-20
Cc1ccc(/C=N/NC(=O)c2ccncc2)cc1	3	-10	-7	6	3	-2	4	-19	0	2	10
O=C(N/N=C/c1ccc(Br)s1)c1ccccc1[N+](=O)[O-]	-4	-4	3	-1	-36	-4	20	-7	9	12	-4
Nc1ccccc1C(=O)N1CCCC1	14	-4	10	6	-3	3	-1	2	-23	6	1
O=C(CN(Cc1ccc(Br)cc1)S(=O)(=O)c1ccccc1)NCC1CCCO1 (stereo not drawn)	14	1	9	-10	6	0	13	13	13	-19	4
COc1ccc(C(=O)C(C)[n+]2ccc(C)c3ccccc32)cc1[N+](=O)[O-] (stereo not drawn)	3	-2	22	4	-4	2	6	-5	-4	3	11
CCCCCCCC(=O)N1CCN(c2cc3c(cc2F)c(=O)c(C(=O)O)cn3CC)CC1	8	0	19	-9	-41	/	22	-20	10	5	2
C/C(=N/NC(=O)CNC(=O)c1cccs1)c1ccc(Cl)cc1	-3	-3	-6	2	-16	-4	8	8	-7	-1	-7
CCOc1ccc(N2CC(NC(=O)c3ccc4ccccc4c3)CC2=O)cc1 (stereo not drawn)	-9	-4	3	13	-1	-2	13	-23	-6	-8	-4
COc1ccc(S(=O)(=O)N2CCCCCC2)cc1C(=O)N(C)CC(=O)Nc1ccc(F)cc1	11	-5	2	-6	-2	4	4	-9	-16	19	3
Cc1ccc(NC(=O)CSC2=NN3CCCC(=O)N=C3S2)cc1Cl	0	17	-5	5	3	-1	3	16	9	46	6
CN(CCOc1ccccc1)CC(=O)Nc1ccc(Br)cc1F	2	7	-20	-3	-8	0	0	-47	-1	0	-6
CN=c1sc(C(=O)Nc2ccccc2)c(C)n1C	0	-3	-7	13	-13	-1	-10	-22	2	-5	16
C[C@@H]1CN([C@@H](C)CO)C(=O)CCCn2nncc2CO[C@H]1CN(C)C(=O)Nc1ccc(F)cc1	-10	-6	10	2	-18	/	0	-2	-7	8	/
CNC[C@H]1Oc2cc(Br)ccc2S(=O)(=O)N([C@H](C)CO)C[C@H]1C	7	-15	-3	5	-8	/	-9	1	-5	-8	/
CCCN(C(=O)C1CCN(S(=O)(=O)c2ccc(OC)c(OC)c2)CC1)C1CCS(=O)(=O)C1 (stereo not drawn)	38	-6	8	-12	-3	1	23	-13	3	1	2
O=C(CN1c2cccc3cccc(c23)S1(=O)=O)Nc1ccccc1F	6	8	10	-12	-11	0	11	-12	7	-12	-6
CCOc1ccc(OCC(=O)NCc2n[nH]c(=O)c3ccccc23)cc1	9	7	0	-4	-13	1	8	-2	-1	3	5
Cc1cc(Cl)c(S(=O)(=O)NCc2ccccc2)cc1OCC(N)=O	-5	-9	17	6	-10	-4	9	-2	-4	8	4
COc1nc(SC)nc(Cl)c1Cc1ccc(OC(C)C)cc1	18	-12	-52	-7	-3	0	-37	4	11	-3	6
O=C(CN1C(=O)c2ccccc2S1(=O)=O)N1CCc2ccccc21	9	89*	82*	-10	103*	3	95*	8	62*	?	74*
Cc1cccc2cc(CN(CCCO)C(=O)Nc3cccc(Cl)c3)c(=O)[nH]c12	2	-25	9	22	3	5	-5	7	6	-6	-21
CCOC(=O)[C@H]1[C@H]2COc3ccc(C)cc3[C@@H]2N2C(=O)c3cc(C)ccc3NC(=O)[C@@]12C	2	-4	-5	-18	-2	/	13	16	-14	5	10
